# Source: PubChem BioAssay
# HCMV inh: qHTS Assay for inhibitors of the human cytomegalovirus (HCMV); HFF cells, HCMV-luciferase reporter, 72 h; active compounds read low; activity change, negative = inhibition, % at 57.5 µM; 4.5% of 410,000 active; AID 1259415, 2018; in the data active = activity change below about -60%; inconclusive = no clear call, values can overlap the other calls; inactive = above about -39%
#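 Human foreskin fibroblasts infected with luciferase-reporter HCMV at MOI 1 PFU/cell, compounds at two doses. Luciferase measured 72 h post infection; normalized to buffer-only basal and Salinomycin (10uM) controls.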
# Tb PYK inh: qHTS of Trypanosoma Brucei Inhibitors. TbPYK enzyme, Kinase-Glo Plus ATP luminescence, 45 min. Potency, µM (highest dose often 76.8 µM), without a hit: at the highest dose activity, negative = inhibition, actives largely listed as inhibitors. 0.12% of 410,000 active; note: potency is the fitted concentration of half-maximal effect; nearly all actives have a fitted effect of over 50% in size
#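 ADP (130 uM final) triggers the TbPYK reaction after compound addition; incubation is 45 min at room temperature. Kinase-Glo Plus is then added and luminescence imaged. Normalized data are fitted to concentration-effect curves.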
# LmPK inh: qHTS Assay for Inhibitors of Leishmania Mexicana Pyruvate Kinase (LmPK) | 0.37% of 290,000 active | Q27686 | purified LmPK, Kinase-Glo ATP luminescence, 1 h | Potency, µM (series often up to 57.5 µM), inactives show top-dose activity change, negative = inhibition, most hits filed as inhibitors; note: potency is the fitted concentration of half-maximal effect
# Target sequence (Q27686 whole entry, looked up): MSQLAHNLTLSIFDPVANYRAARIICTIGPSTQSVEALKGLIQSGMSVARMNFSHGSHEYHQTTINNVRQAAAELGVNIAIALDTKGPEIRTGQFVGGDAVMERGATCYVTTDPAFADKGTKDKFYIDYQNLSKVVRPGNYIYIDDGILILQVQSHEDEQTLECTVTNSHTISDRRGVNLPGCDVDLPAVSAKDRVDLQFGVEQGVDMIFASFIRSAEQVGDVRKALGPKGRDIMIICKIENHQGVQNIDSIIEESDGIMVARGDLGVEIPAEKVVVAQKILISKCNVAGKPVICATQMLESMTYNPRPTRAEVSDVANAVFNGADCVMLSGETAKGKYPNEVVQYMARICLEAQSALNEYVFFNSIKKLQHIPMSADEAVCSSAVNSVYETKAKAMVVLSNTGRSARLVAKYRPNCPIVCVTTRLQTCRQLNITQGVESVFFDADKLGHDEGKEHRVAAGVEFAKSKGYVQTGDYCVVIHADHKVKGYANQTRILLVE
#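 qHTS format; LmPK 0.1 nM; substrates PEP 0.5 mM and ADP 0.1 mM. One-hour room-temperature incubation, then coupled luciferase luminescence; 0.5 nM enzyme wells mark activation.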
# AMA1-RON2 inh: qHTS for Inhibitors of AMA1-RON; Towards Development of Antimalarial Drug Lead: Primary Screen; Plasmodium falciparum AMA1 (3D7) - RON2 peptide interaction; AlphaScreen AMA1-biotinylated RON2 peptide binding; Potency, µM (titrated, usually from 58.2 µM), without a hit: at the top dose activity change, negative = inhibition, actives largely listed as inhibitors; 0.2% of 360,000 active; AID 720542, 2013;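 note: potency is the fitted concentration of half-maximal effect; 0% = vehicle wells and -100% = peptide control; nearly all actives have a fitted effect of over 45% in size; some results filed as inactive show a strong effect at the top dose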
#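 AMA1 (3D7) with his tag at 25 nM final met compounds first, then biotinylated RON2 peptide at 25 nM; detection used donor plus acceptor beads, 10 µg/mL apiece, read by AlphaScreen after 30 min at room temperature.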
# AmpC detergent: qHTS Inhibitors of AmpC Beta-Lactamase (assay with detergent) | 0.041% of 370,000 active | P00811 | AID 485294, 2010 | AmpC hydrolysis of nitrocefin, absorbance 480 nm, 0.01% Triton | Potency, µM (doses to about 114 µM), for the others: at the top dose activity change, negative = inhibition, hits mostly inhibitors;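 note: potency is the fitted concentration of half-maximal effect; 0% = no-compound wells and -100% = no-enzyme wells; nearly all actives have a fitted effect of over 25% in size; some results filed as inactive show a strong effect at the top dose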
# Target sequence (P00811 whole entry, looked up): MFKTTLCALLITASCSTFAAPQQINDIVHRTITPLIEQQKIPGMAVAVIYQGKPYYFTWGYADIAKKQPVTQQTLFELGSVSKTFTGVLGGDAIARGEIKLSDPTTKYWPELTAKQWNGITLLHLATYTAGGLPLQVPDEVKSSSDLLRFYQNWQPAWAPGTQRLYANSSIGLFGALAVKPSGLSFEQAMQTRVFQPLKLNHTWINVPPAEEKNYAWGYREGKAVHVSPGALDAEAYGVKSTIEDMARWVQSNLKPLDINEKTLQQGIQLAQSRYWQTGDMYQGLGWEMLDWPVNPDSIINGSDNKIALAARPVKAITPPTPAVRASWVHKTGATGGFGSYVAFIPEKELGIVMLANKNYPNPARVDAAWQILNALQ
#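 20 mM phosphate pH 7.0 + 0.01% (detergent screen) or 0.0001% Triton X-100; 5.3 nM AmpC reagent; cpd preinc 15 min RT; nitrocefin (800 uM stock) to start; A480 q20 s × 4 min; Activity was normalised to no-enzyme and no-compound control wells.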
# Sm TGR inh: qHTS Assay for the Inhibitors of Schistosoma Mansoni Peroxiredoxins; Schistosoma mansoni thioredoxin glutathione reductase (TGR), Q962Y6; purified TGR, DTNB reduction, TNB absorbance 405 nm; Potency, µM (doses to about 114 µM), inactives show at the top dose activity change, negative = inhibition, hits mostly inhibitors; 3% of 360,000 active; note: potency is the fitted concentration of half-maximal effect; nearly all actives have a fitted effect of over 60% in size
#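 Kinetic colorimetric format: TGR-catalysed, NADPH-driven DTNB reduction monitored via TNB absorbance. Enzyme dispensed at 20 nM; compound exposure 15 min at room temperature before reaction start.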
# AmpC no deterg: qHTS Inhibitors of AmpC Beta-Lactamase (assay without detergent) | Potency, µM (series often up to 57.1 µM), for inactives: at the top dose activity change, negative = inhibition, actives largely listed as inhibitors | 0.52% of 330,000 active | AmpC nitrocefin hydrolysis, absorbance 480 nm, 0.0001% Triton | P00811;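 note: potency is the fitted concentration of half-maximal effect; plate controls were no compound for no effect and no enzyme for full effect; nearly all actives have a fitted effect of over 20% in size; some results filed as inactive show a strong effect at the top dose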
#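 20 mM phosphate pH 7.0 + 0.01% (detergent screen) or 0.0001% Triton X-100; 5.3 nM AmpC reagent; cpd preinc 15 min RT; nitrocefin (800 uM stock) to start; A480 q20 s × 4 min; Activity was normalised to no-enzyme and no-compound control wells.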
# * marks the source's active call; other numbers are inactive results; ? = inconclusive; / = not tested or not shown; & = joins results of further samples; [ ] = dose if it differs, or a comment. Unless noted, calls come from the whole dose curve; as a rule, active = well fitted curve in the direction sought with a large enough effect; inconclusive = small, poorly fitted or top-dose-only effect, or another doubt; inactive = no such curve, though single readings can be large; an effect the other way counts as inactive or inconclusive. Unless noted, % is set by controls: 0 for no effect and ±100 for the full control effect.
1. Cc1ccc(NC(=O)/C(C#N)=N/Nc2ccc(C(=O)O)cc2)c(C)c1
2. COC(=O)c1ncn(C2OC(COC(C)=O)C(OC(C)=O)C2OC(C)=O)n1 (stereo not given)
3. COCCN(C(=O)COC(=O)c1ccc2ccccc2c1)c1c(N)n(Cc2ccccc2)c(=O)[nH]c1=O
4. COc1cccc(N2CCN(S(=O)(=O)c3cc4c(cc3Cl)NC(=O)CO4)CC2)c1
5. CN(C)NC(=O)C(NC(=O)c1ccc(N)cc1)C12CC3CC(CC(C3)C1)C2 (stereo not given)

screen / no.,1,2,3,4,5
HCMV inh,16,-2,-15,-33,0
Tb PYK inh,-7%,-2%,-11%,0%,1%
LmPK inh,-17%,0%,/,-1%,1%
AMA1-RON2 inh,-8%,0%,-7%,-4%,-8%
AmpC detergent,5%,?,/,-3%,5%
Sm TGR inh,7%,1%,/,2%,5%
AmpC no deterg,-24%,-6%,/,-16%,-17%

6. CC(=O)Nc1ccc(NC(=O)CCCn2nc(C)c3sc4ccccc4c3c2=O)cc1
7. CCOC(=O)C1(Cc2cccc(Cl)c2)CCCN(C(=O)CCSC)C1 (stereo not given)
8. Cc1cccc(Nc2c3c(nc4nncn24)CCC3)c1C
9. CCN(CC(=O)Nc1ccc(NC(C)=O)cc1)CC(=O)Nc1cccc2ccccc12
10. CCOc1ccccc1C1CC(=O)NC(SCC)=C1C#N (stereo not given)

screen / no.,6,7,8,9,10
HCMV inh,-17,1,?,78,12
Tb PYK inh,4%,1%,3%,-2%,-22%
LmPK inh,/,-3%,/,/,1%
AMA1-RON2 inh,/,-7%,/,56%[activator],43%[activator]
AmpC detergent,19%,-9%,20%,/,?
Sm TGR inh,-3%,0%,40µM*,/,-1%
AmpC no deterg,/,131%[activator],/,/,-2%

# Fetched by compound from above:
7. CCOC(=O)C1(Cc2cccc(Cl)c2)CCCN(C(=O)CCSC)C1 (stereo not given)
10. CCOc1ccccc1C1CC(=O)NC(SCC)=C1C#N (stereo not given)
8. Cc1cccc(Nc2c3c(nc4nncn24)CCC3)c1C
6. CC(=O)Nc1ccc(NC(=O)CCCn2nc(C)c3sc4ccccc4c3c2=O)cc1

screen / no.,7,10,8,6
HCMV inh,1,12,?,-17
Tb PYK inh,1%,-22%,3%,4%
LmPK inh,-3%,1%,/,/
AMA1-RON2 inh,-7%,43%[activator],/,/
AmpC detergent,-9%,?,20%,19%
Sm TGR inh,0%,-1%,40µM*,-3%
AmpC no deterg,131%[activator],-2%,/,/

# (cont.)
11. C#C[C@]1(O)CC[C@H]2[C@@H]3CCC4=Cc5oncc5C[C@]4(C)[C@H]3CC[C@@]21C
12. Cc1ccc(C(=O)NN2C(=O)C3C4c5ccccc5C(c5ccccc54)[C@@H]3C2=O)cc1 (stereo not given in full)
13. C[C@]12CCC3C(C1CCC2=O)[C@H](O)C[C@H]1C[C@@H](O)CC[C@]31C (stereo not given in full)
14. CC1Cc2ccccc2N1C(=O)c1nn(C)cc1Br (stereo not given)
15. CCOc1ccc(CCNC(=O)C2CCN(c3nn4c(=O)cc(C)nc4s3)CC2)cc1

screen / no.,11,12,13,14,15
HCMV inh,9,-9,-8,-28,45
Tb PYK inh,3%&-8%,3%,0%,-7%,2%
LmPK inh,/,1%,/,1%,0%
AMA1-RON2 inh,-8%,1%[11.6 µM],-13%,-12%,2%
AmpC detergent,/,?,/,-12%,-4%
Sm TGR inh,/,-7%,/,-12%,2%
AmpC no deterg,/,-11%,-7%,-11%,54%

16. Cc1ccc(Nc2nnc(-c3ccc(C)c(S(=O)(=O)N4CCN(C)CC4)c3)c3ccccc23)c(C)c1
17. Cc1ccc(NC(=O)CN2C(=O)CCc3cc(S(=O)(=O)N4CCCCC4)ccc32)cc1C
18. O=C(Nc1ncc2c(n1)-c1ccccc1CC2)C1CC1
19. CCn1c(SCC(=O)OC)nnc1-c1ccc(C)cc1
20. COc1ccc(S(=O)(=O)N(CCN2CCOCC2)Cc2cc(OC)ccc2OC)cc1

screen / no.,16,17,18,19,20
HCMV inh,4,28,-7,-16,-28
Tb PYK inh,1%,-19%,2%,-4%,-1%
LmPK inh,/,/,8%,-2%,-4%
AMA1-RON2 inh,/,/,-1%,11%,-1%
AmpC detergent,11%,10%,-12%,1%,-1%
Sm TGR inh,-1%,25%,4%,12%,?
AmpC no deterg,/,/,-11%,-1%,131%[activator]

21. O=C(Nc1c(F)cccc1F)c1cnc(N2CCN(c3ccccn3)CC2)c2ccccc12
22. O=C(Nc1ccc(Cl)cc1)Nc1nnc(SCc2ccccc2)s1
23. CCN=C1SC(C(=O)Nc2cccc(C)c2)CC(=O)N1CC (stereo not given)
24. N#Cc1ccc(Oc2ccc(-c3nc4ccccc4nc3-c3ccccc3)cc2)cc1C#N
25. COc1cc(/C=N\NC(=O)CNC(=O)c2cccc([N+](=O)[O-])c2)ccc1O

screen / no.,21,22,23,24,25
HCMV inh,?,-35,74,-29,-2
Tb PYK inh,3%,-1%,0%,-3%,3%
LmPK inh,6%,2%,1%,-1%,-2%
AMA1-RON2 inh,-10%,2%,1%,-6%,-1%
AmpC detergent,0%,-6%,?,-1%,-9%
Sm TGR inh,-22%,-6%,-20%,16%,22%
AmpC no deterg,0%,-44%,-9%,-26%,-28%

# Whole records, looked up by structure:
# Entry for COc1cc(/C=N\NC(=O)CNC(=O)c2cccc([N+](=O)[O-])c2)ccc1O → HCMV inh = -2; Tb PYK inh = 3%; LmPK inh = -2%; AMA1-RON2 inh = -1%; AmpC detergent = -9%; Sm TGR inh = 22%; AmpC no deterg = -28%
# Entry for N#Cc1ccc(Oc2ccc(-c3nc4ccccc4nc3-c3ccccc3)cc2)cc1C#N → HCMV inh = -29; Tb PYK inh = -3%; LmPK inh = -1%; AMA1-RON2 inh = -6%; AmpC detergent = -1%; Sm TGR inh = 16%; AmpC no deterg = -26%

# (continued)
26. CN1CC(C#N)C2(O)c3ccccc3CCC2C1 (stereo not given)
27. Cc1cc(C(=O)NCCc2ccccc2)c2cc(F)ccc2n1
28. CCC1(C)Cc2c(C#N)c(N)sc(=S)c2CO1 (stereo not given)
29. Cc1cc(NC(=O)c2cc(Cl)ccc2Cl)ccc1-c1cc2ccccc2oc1=O
30. O=C(CN1C(=O)CS/C1=C\c1nc(-c2ccc(Cl)cc2)cs1)Nc1cccnc1Cl

screen / no.,26,27,28,29,30
HCMV inh,27,-16,-23,?,?
Tb PYK inh,-4%,-7%,-7%,1%,-2%
LmPK inh,6%,1%,8%,/,1%
AMA1-RON2 inh,0%,19%,1%,/,-7%
AmpC detergent,-10%,4%,-9%,12%,1%
Sm TGR inh,-14%,/,?,1%,/
AmpC no deterg,-10%,91%[activator],-18%,/,-31%

31. Cc1ccccc1-n1c(SCC(=O)O)nc2sc3c(c2c1=O)CCCC3
32. N#Cc1cccnc1N1CCN(C(=O)COCC(=O)O)CC1
33. Cc1cc(F)ccc1NS(=O)(=O)c1ccc(-n2cccn2)cc1
34. Cc1ccc(C(=O)Nc2cccnc2N2CCN(C)CC2)cc1
35. COc1ccc2c(C)cc(=S)[nH]c2c1

screen / no.,31,32,33,34,35
HCMV inh,31,18,-27,0,-28
Tb PYK inh,-22%,2%,1%,0%,-11%
LmPK inh,1%,-2%,/,-2%,-2%
AMA1-RON2 inh,0%,-9%,/,-18%,84%[activator]
AmpC detergent,-9%,3%,2%,3%,-4%
Sm TGR inh,8%,1%,6%,10%,1%
AmpC no deterg,-31%,-15%,/,4%,-34%

36. CCCCNC(=O)c1onc(CSc2nc3ccccc3[nH]2)c1C(=O)NCCCC
37. Cc1ccc(C(c2c(O)cc(C)n(Cc3ccco3)c2=O)N2CCC(C)CC2)cc1 (stereo not given)
38. Cc1cccc(NC(=O)CSCC(=O)Nc2ccccc2N2CCCCC2)c1
39. COC(=O)c1ccccc1NC(=O)c1ccc2nccnc2c1
40. O=C1CC(C(=O)Nc2ccccc2)C2(CCCC2)O1 (stereo not given)

screen / no.,36,37,38,39,40
HCMV inh,-13,15,-38,-9,8
Tb PYK inh,-4%,-3%,0%,-5%,-1%
LmPK inh,1%,/,/,3%,-3%
AMA1-RON2 inh,-5%,/,16%,1%,-11%
AmpC detergent,-14%,20%,-5%,-12%,?
Sm TGR inh,6%,10µM*,3%,0%,-26%
AmpC no deterg,-34%,/,-22%,-26%[11.4 µM],-8%

41. COc1ccccc1C1C2=C(CCCC2=O)N(CC(=O)O)C2=C1C(=O)CCC2
42. O=C(N1CCN(CCO)CC1)N1c2ccccc2C=Cc2ccccc21
43. Fc1ccc(/C=N/n2c(C3CCCCC3)n[nH]c2=S)cc1
44. COc1ccc(-c2noc(N3CCC(C(=O)Nc4ccc(F)cc4)CC3)n2)cc1
45. COc1ccc2c(-c3ccccc3)cc3nnnn3c2c1

screen / no.,41,42,43,44,45
HCMV inh,-8,91,24,-31,-39
Tb PYK inh,2%,1%,?,-3%,2%
LmPK inh,0%,-2%,-15%,-5%,1%
AMA1-RON2 inh,5%,10%,75%[activator],7%,2%
AmpC detergent,-1%,-13%,1%,-6%,?
Sm TGR inh,?,5%,-5%,3%,6%
AmpC no deterg,-3%,24%,-25%,-28%,58%

46. NC(=O)C(c1ccccn1)c1ncc(C(F)(F)F)cc1Cl (stereo not given)
47. COc1ccccc1NS(=O)(=O)c1cn(C)cn1
48. COc1ccc(C(=O)NCc2cccnc2)cc1S(=O)(=O)N1CCCc2ccccc21
49. O=C(C1Cc2ccccc2CN1S(=O)(=O)c1ccc(F)cc1)N1CCCCCC1 (stereo not given)
50. CCn1c(-c2ccc(S(=O)(=O)N3CCOCC3)cc2)csc1=Nc1ccc(C)c(Cl)c1
51. Cc1ncc(CO)c2c1Oc1nc(-c3ccccc3)nc(SCC(=O)N3CCOCC3)c1C2
52. OCc1ccc(N=Nc2ccccc2)cc1

screen / no.,46,47,48,49,50,51,52
HCMV inh,-26,-15,?,30,3,-33,89
Tb PYK inh,1%,-6%,-3%,-5%,3%,5%,2%
LmPK inh,0%,-1%,-4%,0%,/,-1%,/
AMA1-RON2 inh,41%[activator],6%,?,-14%,/,-11%,-18%
AmpC detergent,-5%,0%,-1%,?,-6%,-6%,/
Sm TGR inh,10%,-9%,8%,-2%,-4%,32µM*,/
AmpC no deterg,-13%,1%,80%[activator],1%,-19%,117%[activator],/
